mcGAS MS inh – blocks mouse cGAS cGAMP production. Q8C6L5. 130,000 compounds, 0.18% hits. inhibition, % at 12.5 µM. recombinant mouse cGAS, cGAMP by RapidFire MS;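 active means inhibition of cGAS enzyme activity at or above 60%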;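 further: enzyme stimulated by 45 bp dsDNA with ATP and GTP substrates; cGAMP share of summed cGAMP plus half ATP and half GTP signals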
Target sequence (Q8C6L5 whole entry, looked up): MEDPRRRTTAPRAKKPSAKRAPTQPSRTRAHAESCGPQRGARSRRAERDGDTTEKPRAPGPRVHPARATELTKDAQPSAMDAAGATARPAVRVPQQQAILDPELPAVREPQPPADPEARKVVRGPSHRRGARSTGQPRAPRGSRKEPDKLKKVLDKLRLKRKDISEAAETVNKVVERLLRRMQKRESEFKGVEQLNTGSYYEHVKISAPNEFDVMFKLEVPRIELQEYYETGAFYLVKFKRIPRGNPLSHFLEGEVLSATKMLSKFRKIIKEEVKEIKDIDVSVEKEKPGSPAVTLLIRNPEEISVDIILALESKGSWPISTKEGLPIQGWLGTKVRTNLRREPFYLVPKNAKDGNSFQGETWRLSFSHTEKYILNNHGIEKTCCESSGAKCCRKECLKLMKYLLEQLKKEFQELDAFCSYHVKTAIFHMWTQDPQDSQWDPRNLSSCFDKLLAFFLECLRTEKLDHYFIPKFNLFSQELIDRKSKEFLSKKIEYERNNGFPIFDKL
* hit, by the source's call; & = joins results of further samples. These rows are one share of the data; the hit share may differ from the screen's.

mcGAS MS inh,Molecule
0.1,CN(C(=O)NCC1CCCc2ccccc21)C1CCS(=O)(=O)C1 (centres undefined)
12.2,O=C(C=Cc1ccccc1)Nc1nc2c(s1)CCCC2
-12.0,Cn1cnc(S(=O)(=O)N2CCC(Cc3cccc(C(=O)O)c3)C2)c1 (centres undefined)
-12.7,Cc1noc2c1C(=O)CC(C)(C)C2
-3.9,CCc1ccc(-n2c(C)cn3c4c(=O)n(C(C)C(C)=O)c(=O)n(C)c4nc23)cc1 (centres undefined)
-30.9,COc1cc(=O)n(-c2ccccc2C)nc1C(=O)NCc1ccc(C)cc1
-0.5,Cc1ccccc1C1(O)CCN(Cc2ccc3ccccc3n2)C1 (centres undefined)
-0.9,CC1(C)C(=O)NC2=C1C(=O)C(=O)c1ccccc12
-1.1,Cc1sc2ncn(NC(=O)CCl)c(=O)c2c1C
1.3,O=C(c1ccccc1)N1CCN(Cc2nc3ccc(Cl)cc3c(=O)[nH]2)CC1
-3.7,Cc1ncc(CN2CCOC(CCNC(=O)NC(C)C)C2)[nH]1 (centres undefined)
-5.9,Cc1cncc(N2CCN(c3ccncc3)CC2)n1
-2.6,CO[C@H]1[C@H](NC(=O)c2ccccn2)c2ccccc2C12CCN(C(=O)[C@@H]1C[C@@H]3C=C[C@H]1C3)CC2
-45.8,Cc1ccc2nc(SCC(=O)N3Cc4cnn(CCO)c4C3)[nH]c2c1
-2.9,Cc1noc(C)c1C(=O)N1CCC(CO)(Cc2ccccc2)CC1
1.8,Cc1cc(C(=O)N2CCC(c3ccc(F)cc3)CC2)nn1C
-1.0,CCCOC(=O)c1c(NC(=O)c2ccc(Br)o2)sc(C)c1-c1ccc(OC)cc1
-5.2,CC1(C(=O)NS(=O)(=O)Cc2cccc(Cl)c2)CCN1C(=O)c1ccc(C2CCCCC2)cc1 (centres undefined)
-8.5,Cc1ccn2c(=O)c(NC(=O)C3CCCC3)c(C)nc2c1
-7.1,Cc1cccnc1CNC(=O)NC(C)c1cccc(-n2ccnc2)c1 (centres undefined)
-4.8,O=C(O)CCN(CCCN1CCOCC1)c1nc(-c2ccccc2Cl)nc2ccccc12
-11.6,O=C(CSc1nc2c(cnn2CCO)c(=O)[nH]1)Nc1cccc(Cl)c1
-48.9,CCn1cc(NC(=O)c2cnc3ccccc3n2)ccc1=O
4.0,COc1ccc(-c2nnc3c4ccccc4c(C)nn23)cc1S(=O)(=O)N1CCOCC1
-6.4,Cc1nc(NC2CCCCC2)sc1-c1ccccc1

An excerpt from above in order of heavy-atom count, descending.
mcGAS MS inh,Molecule
-11.6,O=C(CSc1nc2c(cnn2CCO)c(=O)[nH]1)Nc1cccc(Cl)c1
-0.5,Cc1ccccc1C1(O)CCN(Cc2ccc3ccccc3n2)C1 (centres undefined)
0.1,CN(C(=O)NCC1CCCc2ccccc21)C1CCS(=O)(=O)C1 (centres undefined)
-3.7,Cc1ncc(CN2CCOC(CCNC(=O)NC(C)C)C2)[nH]1 (centres undefined)
12.2,O=C(C=Cc1ccccc1)Nc1nc2c(s1)CCCC2
-6.4,Cc1nc(NC2CCCCC2)sc1-c1ccccc1
-12.7,Cc1noc2c1C(=O)CC(C)(C)C2

Next section
mcGAS MS inh,Molecule
-11.9,CC(NC(=O)COc1c(Cl)cccc1Cl)c1ccco1 (centres undefined)
-13.1,CCC(NC1CCN(Cc2ccccn2)CC1)c1ccnn1C (centres undefined)
-9.1,O=C(NC1CC1)C1CNCCN1C(=O)c1cccc2cnccc12 (centres undefined)
-19.1,Cc1cc(NC(=O)CN2C[C@@H]3C4CCC(CC4)[C@@H]3C2)no1
-10.2,Cc1nn(-c2ccccc2)c(Cl)c1CNCC1CN(C)CCO1 (centres undefined)
-12.5,Nc1[nH]ncc1-c1ccccc1
-3.0,CC1CCCC(C)N1C(=O)CSc1nnc(-c2cccnc2)o1 (centres undefined)
15.8,COCCNC(=S)N1CCn2c1nc1ccccc12
0.7,Cc1sc2ncnc(SCC(=O)Nc3sc4c(c3C(N)=O)CCC4)c2c1C
-3.9,CCc1cnc(C)nc1-c1ccc(-c2ccn[nH]2)cc1
-14.7,Cc1nn(CCC(=O)N2CCOC3(CNCCOC3)C2)c(C)c1C (centres undefined)
-24.0,COC(=O)Cc1cc(=O)n2ccnc2[nH]1
-5.1,CC(=O)c1ccc(C(=O)N2CCC(C(=O)Nc3cccc(-c4ccco4)c3)CC2)s1
-9.0&-3.1,Cc1cc(/C=C/c2ccc3cc(N(C)C)ccc3[n+]2C)c(C)n1-c1ccccc1
-5.4,Cc1sc2nc3c4ccccc4c(C)nn3c(=O)c2c1C
-1.8,CC1CCN(Cc2csc(NC(=O)CC3OC(=O)c4ccccc43)n2)CC1 (centres undefined)
-0.5,CNS(=O)(=O)CC1CCCN1C(=O)c1sccc1C (centres undefined)
-7.6,Cc1cccc(OCC2=NN3C(=N)/C(=C\c4ccc(C)o4)C(=O)N=C3S2)c1
-9.7,COc1ccc(-c2nnc(SCC(=O)N/N=C\c3ccccc3F)n2-c2ccccc2)cc1OC
-12.1,O=[N+]([O-])c1ccc(NN=C2CCCC2=C2CCCC2)c([N+](=O)[O-])c1
-2.9,O=C(Nc1ccnn1C1CCN(C(=O)CC2CCCCC2)CC1)c1ccc2c(c1)OCO2
-39.1,CC(C)Oc1ccc(-c2cccc(F)c2C(N)=O)cc1
-3.1,COc1cccc(NC(=O)CCC2CCN(C(=O)c3cscn3)CC2)c1
-8.1,CCC1CCCCN1C(=O)COC(=O)c1cc(Br)ccc1Cl (centres undefined)
-9.0,Cc1noc(C)c1CCNC(=O)c1c(Cl)cccc1Cl
-8.0,O=C(NC(=S)NCc1cccnc1)c1ccc(-c2cccc(Cl)c2Cl)o1
5.3,Cc1oc2nc[nH]c(=O)c2c1C(=O)N(C)CC12CC3CC(CC(C3)C1)C2
0.0,CSC1CCC(NC(=O)NCCCc2nc(C(C)C)no2)C1 (centres undefined)
-2.9,COc1cc(C)c(C(=O)Oc2cc(C)c(C(=O)O)c(O)c2C)c(OC)c1C
-5.1,Cc1cccc(N(C)S(=O)(=O)c2cc(C(=O)O)ccc2F)c1
0.1,CC(=O)NCCOc1ccc(C(=O)N2CCOC(C(F)(F)F)C2)cc1 (centres undefined)
-1.1,CCOC(=O)C1(C)CCCCCN1C(=O)c1ccoc1 (centres undefined)
-0.9,O=C(Nc1ncn[nH]1)C1(c2cccc(C(F)(F)F)c2)CC1
10.0,CCc1cc2c(=O)n(CC)c(SC3CCOC3=O)nc2s1 (centres undefined)
-14.0,Cc1cc(C)nc(N2CCC(O)(CN3CCCC3)CC2)n1
3.0,O=C(CSC1=Nc2ccccc2CS1)c1c[nH]c(C(=O)N2CCCC2)c1
-7.2,CCn1ccc2c(CN3CCC4(CC3)CNC(=O)C4)cccc21
-24.5,CC(=O)c1c(C)[nH]c(C(=O)Nc2cccc(-c3nnco3)c2)c1C
-1.4,COCCNc1nc2c(c(=O)[nH]c(=O)n2C)n1CC(=O)c1ccccc1
-2.1,COc1ccc(/C=C2N=C(/C=C\c3cccc([N+](=O)[O-])c3)OC/2=O)cc1
-5.1,CCn1cc(SCC(=O)N2C[C@H]3C[C@H](O)[C@H](O)C[C@H]3C2)c2ccccc21
-5.4,CNCC(=O)N1CCCN(CCCc2ccccc2)CC1
-17.3,O=C(C1=C(O)C(=O)N(CCCn2ccnc2)C1c1ccco1)c1cccs1 (centres undefined)
-11.4,CN(C)c1nc2c(c(N(C)C)n1)CCN(C(=O)C1CC13CCNCC3)C2 (centres undefined)
-0.4,CCc1noc(C)c1C(=O)O
-0.9,CC(=O)Nc1ccc(CNC(=O)c2c(C)nn(C)c2C)cc1
-1.8,COc1ccc(C(C)=O)cc1CN1C(=O)C(C)ON=C1c1ccc(CN2CCOCC2)cc1 (centres undefined)
-9.7,CC(=O)N[C@@H]1C[C@H](CCc2ccccc2)O[C@H](c2cnc3ccccc3n2)C1
0.4,CCN(C(C)=O)c1nc(C2NC(=O)NC(C)=C2C(=O)OC)cs1 (centres undefined)
4.2,C#CCn1c(C2CC(=O)N(c3ccc(CC)cc3)C2)nc2ccccc21 (centres undefined)

Next results
mcGAS MS inh,Molecule
0.1,C=CCn1c(SCc2cc(Cl)c3c(c2)OCCO3)nnc1-c1ccncc1
-1.1,CCn1nnc2c(SCc3ccc(C(=O)OC)cc3)ncnc21
-49.2,CCCCn1c(N)c(N(CC)C(=O)CCC(C)C)c(=O)[nH]c1=O
0.6,Cc1ccc(-c2nc(CNC(=O)C3[C@H]4CNC[C@@H]34)[nH]c2-c2ccccn2)cc1 (some centres undefined)
-44.7,Cc1n[nH]c(C)c1CCC(=O)N1CCC2(CC1)C(=O)Nc1ccccc12
-3.1,O=c1[nH]c(=S)[nH]c2c1cnn2CCO
15.1,O=C(O)c1cc(-c2ccco2)[nH]n1
-23.7,CN(C)C(CNc1nn(C)c(=O)n(C)c1=O)c1ccccc1 (centres undefined)
2.5,COc1ccccc1C1Oc2ccccc2C2CC(c3ccc4c(c3)OCCO4)=NN21 (centres undefined)
-38.8,CC(=O)c1cccc(C(=O)N[C@H]2C[C@H]3C(=O)N(C)CC(=O)N3C2)c1
6.0,O=C(O)C12CC3CC(CC(Br)(C3)C1)C2
-9.8,Clc1cc(/C=C\c2ccccc2)c(Br)s1
-24.4,Cc1ccc(C2(O)CCN(Cc3ccc(C#CCCO)cc3)CC2)nc1
-20.8,Fc1ccc(Nc2nc3ccccc3o2)c(F)c1
2.5,CC1CN(S(=O)(=O)N(Cc2ccccc2)C(C)Cc2cccs2)CC(C)O1 (centres undefined)
-13.4,OCc1ccccc1-c1nnnn1-c1ccccc1
-8.8,CCCN(Cc1ccc(C#N)cc1F)S(=O)(=O)c1ccc(F)cc1
2.3,N#CC(=C(O)COC(=O)Cc1n[nH]c(=O)c2ccccc12)c1nc2ccccc2[nH]1
1.2,CC(=O)c1cccc(NC(=O)CC2CC3CCC2C3)c1 (centres undefined)
-6.4,CCc1ccc(CCn2cnc(C#N)n2)cc1
4.2,CC(C)Nc1nc(NCc2ccccc2)c2sccc2n1
-12.5,Cc1c(CCO)sc[n+]1CC(=O)OCCC12CC3CC(CC(C3)C1)C2
-14.9,COc1cc(C#N)cc(Cl)c1OCC(=O)NC1CCCC1
-2.8,CN1CCN(/N=C2\CCCc3nc(-c4ccccc4)sc32)CC1
-4.7,Cc1c(C(=O)N2CCC(C(N)=O)CC2)nnn1-c1nc(-c2ccccc2)cs1
0.3,CCOC(=O)Cc1cc(=O)n2[nH]c(-c3ccccc3)c(-c3ccccc3)c2n1
-3.2,CCC1CN(C(=O)CCC2CC2)CCC(=O)N1Cc1ccccc1 (centres undefined)
-8.0,CCCN(C(=O)c1ocnc1C)C1CCCN(Cc2ccccc2)C1 (centres undefined)
-5.6,COc1ccc(-c2cn3nc(SCC(=O)Nc4cc(C)cc(C)c4)ccc3n2)cc1
-4.2,Clc1ccc2nc(-c3cccnc3)c(NC3CCCC3)n2c1
-16.0,Cc1noc(-c2ccc(Oc3ccc(CN4CCCC4)cc3F)nc2)n1
5.4,Nc1nccnc1C(=O)OCC(=O)c1ccc[nH]1
-6.5,Cn1nc(C(=O)N2CC[C@@](C)(O)[C@@H](Cc3ccccc3)C2)c2ccccc21
2.8,c1cnc2cc(Oc3ccc4nccnc4c3)ccc2n1
-20.6,CCc1nc(SCc2ncc(C(C)(C)C)o2)n[nH]1
6.8,CN(CC(=O)N1CCCC1)C(=O)c1ccc(=O)n(-c2ccc(F)cc2)n1
-5.8,CCOc1ccc(CCNc2cc(C)nn3cnnc23)cc1OCC
-14.8,Cc1ccsc1-c1nccn1CCc1ccco1
-18.9,CCCn1ccnc1CN1CC[C@@]2(O)CCCC[C@H]2C1
4.4,CCCC1COC(c2ccc(C#N)cc2)OC1 (centres undefined)
-8.5,Cc1cc(Br)cc(C)c1Nc1ncnc(N)c1[N+](=O)[O-]
-38.9,Cc1cccc(OC2CN(c3nc(-c4ccccn4)nc4c3CCNC4)C2)c1
-12.1,COc1ccc(NC(=O)C(=O)N2CCCCC(N3CCCC3)C2)cn1 (centres undefined)
-8.7,CCn1nnc2c(SCC(=O)NC3CCCC3)ncnc21
-3.5,CCc1noc(COc2c(C)nn(C)c2C)n1
-7.3,Cc1n[nH]c(C)c1CNCc1cccc(OC2CCCC2)c1
-7.3,CCC1c2cccn2CCN1C(=O)c1cccc(C#CC(C)(C)O)c1 (centres undefined)
2.0,CCCC(=O)C1=C(c2cccc(OC)c2)N(C(=O)CCC)n2cnnc2S1
5.5,Cn1cc(S(=O)(=O)N2CCCCC2)cc1C(=O)Nc1cnc2ccccc2c1
3.8,COc1cccc(CC2(CO)CCN(Cc3cnc(N4CCOCC4)s3)CC2)c1

(next part)
mcGAS MS inh,Molecule
1.5,CC(=O)Nc1cncc(-c2cccc(N(C)C)c2)n1
-6.0&-5.1,CC(C)n1cc(NC(=O)N2CCN(C(=O)C(C)(C)C)CC2)cn1
-20.4,CN(C)C(=O)c1ccccc1-c1cccc(Cl)c1
-5.0,O=C(c1cn(CCc2ccccc2)nn1)N1CCC(OCc2ccccn2)CC1
-1.2,CC1(C(=O)NCCc2c[nH]c3ccccc23)CCN1CCOc1ccccc1 (centres undefined)
-30.9,CCC(=O)Nc1ccc(NCc2ccc(-c3ccccc3)cc2)cc1
0.6,CC(C)NS(=O)(=O)c1ccc(NC(=O)CCCc2cccs2)cc1
-1.3,COc1ccc(C(CC(=O)O)NC(=O)CCc2ccccc2OC)cc1 (centres undefined)
0.0,COc1ccc(Cl)cc1C(=O)Nn1cnc2c(cnn2-c2ccc(C)c(C)c2)c1=O
20.2,CC(C)(C)c1ccc(NC(=O)NCc2nnnn2-c2cccc(F)c2)cc1
1.7,O=C(COc1ncnc2sccc12)c1ccc[nH]1

Ordered by value in mcGAS MS inh (lowest first): some entries from above
mcGAS MS inh,Molecule
-20.4,CN(C)C(=O)c1ccccc1-c1cccc(Cl)c1
-1.2,CC1(C(=O)NCCc2c[nH]c3ccccc23)CCN1CCOc1ccccc1 (centres undefined)
1.5,CC(=O)Nc1cncc(-c2cccc(N(C)C)c2)n1
1.7,O=C(COc1ncnc2sccc12)c1ccc[nH]1
20.2,CC(C)(C)c1ccc(NC(=O)NCc2nnnn2-c2cccc(F)c2)cc1

Screening results as filed in PubChem BioAssay.
